# Assay outcomes from PubChem.
# PostGolgi ctrl = yeast control strain growth, post-Golgi counter-screen; efflux-deficient yeast background strain, growth absorbance A615, 16 h; inhibition, % at 10 µM; 98,000 tested, 5% active; AID 738
# Mac1 fbg inh = inhibitors of human CD11b/CD18 binding to fibrinogen. AID 1497. K562 CD11b/CD18 adhesion to fibrinogen, ATPlite luminescence; Mn2+ added to activate the integrin. 93,000 tested, 0.54% active. P05107+P11215. inhibition, % at 10 µM;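 active = primary inhibition of 50% or more at 10 µM, then 40% or more on retest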; also: some results filed as inactive read as strong as hits
# S1P2 ag = agonists of human S1P2 receptor; S1P2-expressing cell line, agonist reporter read-out; O95136; 97,000 tested, 0.46% active; activation, % at 4.5 µM; in the data active = activation above about 16%;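 also: 0% = vehicle low control and 100% = maximal reference agonist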
# Target sequence (O95136 whole entry, looked up): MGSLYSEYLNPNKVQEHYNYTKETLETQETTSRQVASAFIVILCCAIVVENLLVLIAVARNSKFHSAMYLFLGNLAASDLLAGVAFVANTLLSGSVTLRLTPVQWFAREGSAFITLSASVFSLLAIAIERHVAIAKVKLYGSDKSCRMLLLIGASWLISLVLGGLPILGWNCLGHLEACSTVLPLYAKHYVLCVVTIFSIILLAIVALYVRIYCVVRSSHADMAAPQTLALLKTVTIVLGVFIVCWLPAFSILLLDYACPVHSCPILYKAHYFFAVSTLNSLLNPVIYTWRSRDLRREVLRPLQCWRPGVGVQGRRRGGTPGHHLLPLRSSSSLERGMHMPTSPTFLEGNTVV
# PLAP act = activates human placental alkaline phosphatase; P05187; AID 696; purified PLAP enzyme, luminescent substrate read-out; hits give high values; 96,000 tested, 1.2% active; activation fold at 20 µM; in the data active = activation fold above about 2
# Target sequence (P05187 whole entry, looked up): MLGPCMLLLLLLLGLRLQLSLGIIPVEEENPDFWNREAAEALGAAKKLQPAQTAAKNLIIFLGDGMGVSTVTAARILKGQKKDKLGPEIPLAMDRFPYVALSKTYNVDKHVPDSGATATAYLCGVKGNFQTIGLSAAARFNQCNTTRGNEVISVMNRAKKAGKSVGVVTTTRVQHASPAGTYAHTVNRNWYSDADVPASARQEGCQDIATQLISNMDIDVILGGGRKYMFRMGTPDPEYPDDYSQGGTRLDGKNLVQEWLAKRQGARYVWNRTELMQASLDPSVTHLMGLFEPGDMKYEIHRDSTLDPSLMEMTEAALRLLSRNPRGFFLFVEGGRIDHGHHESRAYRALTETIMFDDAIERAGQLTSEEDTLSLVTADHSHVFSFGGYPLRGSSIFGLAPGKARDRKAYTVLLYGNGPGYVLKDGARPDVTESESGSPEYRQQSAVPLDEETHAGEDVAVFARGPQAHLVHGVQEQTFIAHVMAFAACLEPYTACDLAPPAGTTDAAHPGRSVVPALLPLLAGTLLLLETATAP
# S1P2 antag = antagonists of human S1P2 receptor. O95136. cell-based S1P2 antagonist assay, inhibition at 5 uM. inhibition, % at 5 µM. 97,000 tested, 0.21% active; in the data active = inhibition above about 45%;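 also: CRE beta-lactamase reporter cells expressing human S1P2 stimulated with S1P; 0% = agonist at EC80 alone and 100% = agonist plus reference antagonist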
# PostGolgi yeast = growth inhibition of a yeast mutant, post-Golgi transport screen. post-Golgi transport phenotypic cell assay. inhibition, % at 10 µM. 98,000 tested, 0.9% active;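 also: yeast cells grown in 1536-well plates; yeast grown about 18 h at 30C before absorbance read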
# sEH inhibitor = blocks human soluble epoxide hydrolase activity; inhibition, % at 2 µM; 91,000 tested, 0.34% active; P34913; AID 707; recombinant human sEH enzymatic activity assay; in the data active = inhibition above about 80%; also: values of inactives mirror those of a sister screen read the other way; many of its hits are not listed in these tables
# sEH act = activators of human soluble epoxide hydrolase. activation, % at 2 µM. 91,000 tested, 0.04% active. purified human sEH enzymatic activity, activator screen. AID 717. P34913; in the data active = activation above about 37%; also: values of inactives mirror those of a sister screen read the other way
# Ecoli WT expand = E. coli BW25113 growth inhibition, expanded screen | OD600 absorbance | growth inhibition, % at 100 µM | 98,000 tested, 0.15% active;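 active = growth inhibition above about 50% at one test dose, limit read from the data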;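 also: growth measured after 20 h incubation at 37 °C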
# Active calls of the source: *; . = no result given. Rule as the data show it, unless noted: active = inhibition above about 30%; inactive = the rest.
SMILES	PostGolgi ctrl	Mac1 fbg inh	S1P2 ag	PLAP act	S1P2 antag	PostGolgi yeast	sEH inhibitor	sEH act	Ecoli WT expand
CSc1nc2n(n1)C(c1cc(Br)ccc1F)C(C(=O)N(C)C)=C(C)N2 (stereo not drawn)	-1	-5	-1	1.2	5	8	-3	2	0
COc1ccc(N/C(=C(/C(Cl)=C(Cl)Cl)[N+](=O)[O-])n2nnc3ccccc32)cc1OC	6	9	-2	1	-15	-3	-4	0	7
CC(=O)N/C(=C/c1ccc2c(c1)OCO2)C(=O)NCCCO	3	0	-7	1	-1	-2	9	-11	6
CN(C(=O)CN1C(=O)c2ccccc2S1(=O)=O)c1ccccc1C(=O)O	10	-6	-7	0.9	-7	-6	5	-3	5
Cc1onc(-c2ccccc2)c1C(=O)NCc1ccc2c(c1)OCO2	1	-15	-5	1	8	-3	.	.	-5
O=C(NCCCN1CCN(CCCNC(=O)c2ccc(F)cc2)CC1)c1ccc(F)cc1	-15	-6	-3	1.3	23	1	-9	3	10
O=C(O)/C(=C1\OC(=O)c2ccccc21)c1ccccc1	.	.	-3	.	-4	.	-8	11	.
CCn1c(SCC(=O)Nc2nc3ccc(OC)cc3s2)nnc1-c1ccoc1C	20	32	-6	1.4	10	-6	6	-7	2
COc1ccc(NS(=O)(=O)c2ccc(NC(=S)NC(=O)C(C)C)cc2)cc1	13	.	-6	0.9	15	-8	-2	2	8
Cn1nnc2cc(C(=O)NCc3ccco3)ccc21	13	-6	-3	1	-12	-2	-2	2	4
Cc1cc(=O)n2nc(-c3ccc(C(F)(F)F)cc3)sc2n1	28	14	-8	1	0	13	3	-3	-10
Cc1ccc(S(=O)(=O)N2CC3CCC2C3)cc1 (stereo not drawn)	6	-1	0	1	7	21	1	-1	-1
O=C1CC(c2ccco2)CC(O)=C1C=NCCO (stereo not drawn)	25	2	-1	1.1	8	-7	-20	19	2
CCC(C)Sc1nc2c(c(=O)[nH]c(=O)n2C)n1CC(O)COc1cccc2ccccc12 (stereo not drawn)	0	10	-8	1.3	-24	-9	-4	4	-10
O=C1OC(N2CCN(c3ccccn3)CC2)c2ccccc21 (stereo not drawn)	12	-23	-5	1.1	6	5	2	-2	1
COc1ccccc1NC(=O)/C(C#N)=C/C=C/c1ccco1	3	0	-4	0.5	-18	-5	18	-16	-14
CCOC(=O)CCc1c(C)c2ccc(OCC(=O)N(CC)CC)c(C)c2oc1=O	-7	-20	-3	1.5	1	4	-7	11	9
CC(=O)Nc1ccc(S(=O)(=O)Nc2nc3ccc(C)cc3s2)cc1	5	-3	-2	1	0	-6	7	-6	-3
COc1c(F)c(F)c(C(=O)Nc2ccc3oc(-c4ccncc4)nc3c2)c(F)c1F	-1	-12	-5	0.7	9	19	22	-21	-10
CCCC(C)C(=O)Nc1nc(C)c(-c2csc(Nc3ccccc3OC)n2)s1 (stereo not drawn)	1	-2	-8	1	-7	-2	18	-18	-7
COc1ccccc1C1C=C(c2ccc(C)cc2)Nc2nnnn21 (stereo not drawn)	2	-20	-5	1	-20	-8	.	.	1
COc1cc(OC)cc(-c2nnc(SCC(=O)NCc3cccs3)o2)c1	19	-3	-1	0.8	-22	-2	-1	-1	-13
COC(=O)C(C(=O)Nc1ccc(OC)cc1)C1CCCCCC1 (stereo not drawn)	-1	5	-5	0.9	-2	-8	18	-14	-1
COC(=O)c1ccc(Sc2ccc(C)cc2)c(N)c1	6	3	-7	0.9	15	6	-2	0	10
COC(=O)C(NC(=O)c1ccco1)(Nc1nc(C)cs1)C(F)(F)F (stereo not drawn)	1	4	.	1.1	.	-1	.	.	1
COc1ccc(S(=O)(=O)CCC(=O)N(C)c2ccc(OC)cc2OC)cc1	.	.	-3	.	-1	.	12	-11	.
CCN(CC)c1nc(Nc2ccc(Cl)cc2)nc(OCC#N)n1	6	-3	-1	0.9	-4	1	-4	4	-10
CC(=O)c1cccc(NC(=O)N2CCCC2C(=O)Nc2c(C)cccc2C)c1 (stereo not drawn)	10	-6	-4	1	26	5	-15	20	2
CC(=O)Nc1c(C(=O)N2CCCCCC2)cnn1-c1ccccc1Cl	.	.	-3	.	-7	.	6	-3	.
COc1ccccc1N1CCN(CC(O)COc2c(OC)cccc2OC)CC1 (stereo not drawn)	1	4	-7	1	15	6	.	.	1
O=C(NCc1ccc(Cl)cc1)C1C2C=CC3(CN(Cc4cccnc4)C(=O)C13)O2 (stereo not drawn)	6	-8	-5	0.9	-20	2	-8	6	2
Cn1cnnc1SCCNS(=O)(=O)c1ccccc1	-2	-12	2	1.1	-11	-4	6	-4	5
CCCOC(=O)c1ccc(NS(=O)(=O)c2cccs2)cc1	7	41	-6	1.4	-2	-3	14	-15	-1
CC1(C)c2ccccc2N2CC(=O)NC21/C=C/c1ccco1 (stereo not drawn)	5	-12	-4	1	2	0	-2	0	9
Cc1ccc(C(=O)N/C(=C\c2cn(-c3ccccc3)nc2-c2ccccc2)C(=O)N2CCOCC2)cc1	-1	.	-1	1	3	-4	-1	3	-10
Cc1ccc(NC(=O)Cn2nc(C(F)(F)F)c3c2CCC3)cc1	8	-6	-4	0.8	-15	-2	2	-4	0
CCCC(=O)Nc1nc2ccc(OC)cc2s1	-4	18	.	1.2	.	3	.	.	2
CC(=O)NC12CC3CC(CC(CC(=O)O)(C3)C1)C2	0	10	-2	1	4	-1	3	-2	6
O=C(Cn1c(S(=O)(=O)Cc2ccccc2)nc2ccccc21)N1CCCCC1	35*	1	-4	0.9	-2	-18	11	-12	-4
Cc1csc(NC(=O)C2C3C=CC(O3)C2C(=O)O)n1 (stereo not drawn)	4	-13	2	0.9	12	0	-13	14	-2
O=C(Nc1cc(C(F)(F)F)ccc1N1CCOCC1)c1ccccc1	14	19	1	0.9	-23	-4	4	-3	-4
CCCCOc1ccc(C(=O)OC(C)CN(C)C)cc1 (stereo not drawn)	-1	.	-6	1.2	15	-1	.	.	4
CCCC(=O)Nc1nc(C)c(-c2csc(Nc3ccccc3OC)n2)s1	11	3	-4	1.2	6	1	4	-3	-11
COC(=O)Nc1nnc(-c2ccccc2Cl)s1	1	-7	-1	0.9	13	-5	-19	16	-10
CSCCC1NC2(C(=O)Nc3c2ccc(Cl)c3C)[C@@H]2C(=O)N(C3CCCC3)C(=O)[C@H]12 (stereo partly drawn)	6	1	-7	1.1	23	-2	6	-4	4
Cc1cc(C)n2nc(SCC(=O)Nc3ccc(F)cc3)nc2n1	-9	2	-4	1.1	-7	6	-3	2	8
COc1ccc(C2C(C(=O)N3CCCCC3)c3ccccc3C(=O)N2C)cc1 (stereo not drawn)	8	6	0	1.3	13	1	3	-3	3
Cc1nc2ccc(S(=O)(=O)NC(C(=O)Nc3nccs3)C(C)C)cc2s1 (stereo not drawn)	7	-2	.	1.6	.	3	.	.	-4
CC1(C)Nc2ccccc2N(CCC(=O)N2CCOCC2)C1=O	5	-14	-3	1.2	1	2	6	-7	-5
CC(C)c1nnc(-c2ccc(Cl)cc2)c(N(C)C)n1	12	.	-8	0.9	4	0	-10	10	8
NC(=O)C1CCN(CCC(=O)Nc2ccc3c(c2)CCC3)CC1	.	.	1	.	-21	.	8	-5	.
O=C(NC1CCCC1)C(c1ccsc1)N(C(=O)Cc1cccs1)c1cccc(F)c1 (stereo not drawn)	0	.	-1	0.7	-3	-4	-12	14	2
O=C(NCCCN1CCN(C2CCCCC2)CC1)Nc1ccccc1C(F)(F)F	-4	.	-5	1	-15	0	1	1	1
COC(=O)NCC(C)OC(=O)Nc1cccc(Cl)c1 (stereo not drawn)	7	24	-7	1.2	11	9	-10	11	-5
CCOC(=O)CN1C(=O)Nc2ccc(Br)cc2C1c1ccccc1 (stereo not drawn)	13	.	-4	1.2	16	9	3	-1	2
CCOC(=O)CSC1=C(C#N)C(c2ccccc2OC)CC(=O)N1 (stereo not drawn)	-9	12	-6	0.9	-12	3	-6	10	8

# Next section; it opens with the 6 that closed the last part.
SMILES	PostGolgi ctrl	Mac1 fbg inh	S1P2 ag	PLAP act	S1P2 antag	PostGolgi yeast	sEH inhibitor	sEH act	Ecoli WT expand
NC(=O)C1CCN(CCC(=O)Nc2ccc3c(c2)CCC3)CC1	.	.	1	.	-21	.	8	-5	.
O=C(NC1CCCC1)C(c1ccsc1)N(C(=O)Cc1cccs1)c1cccc(F)c1 (stereo not drawn)	0	.	-1	0.7	-3	-4	-12	14	2
O=C(NCCCN1CCN(C2CCCCC2)CC1)Nc1ccccc1C(F)(F)F	-4	.	-5	1	-15	0	1	1	1
COC(=O)NCC(C)OC(=O)Nc1cccc(Cl)c1 (stereo not drawn)	7	24	-7	1.2	11	9	-10	11	-5
CCOC(=O)CN1C(=O)Nc2ccc(Br)cc2C1c1ccccc1 (stereo not drawn)	13	.	-4	1.2	16	9	3	-1	2
CCOC(=O)CSC1=C(C#N)C(c2ccccc2OC)CC(=O)N1 (stereo not drawn)	-9	12	-6	0.9	-12	3	-6	10	8
CSc1nc(Oc2ccccc2)c2sccc2n1	20	-9	-3	0.9	-2	-3	0	2	-3
CCOC(=O)/C=c1\s/c(=C\c2ccc3c(c2)OCCO3)c(=O)n1CC(=O)NCC1CCCO1 (stereo not drawn)	-2	15	-3	1.6	4	-5	-3	3	-2
Oc1cccc2ccc(/C=C/c3cccs3)nc12	1	6	-5	1	0	-7	0	3	4
CC1CCCN(C(=O)CSCC(=O)N=c2sc3ccccc3n2C)C1 (stereo not drawn)	14	-2	-5	1.8	1	19	5	-4	4
C=CCc1ccccc1OCC(O)CN1CCN(c2ccccc2OC)CC1 (stereo not drawn)	-10	19	-4	1.7	13	13	-17	19	14
COC(=O)c1cc(-c2cccc(OC)c2)on1	-13	13	-5	1.1	5	-8	.	.	10
COc1ccccc1CN1C(=O)CN(C2CCCCCC2)C(=O)C1c1ccc(F)cc1 (stereo not drawn)	49*	9	0	0.9	-3	-1	35	-35	-12
Cc1ccc2nc(N3CCN(S(=O)(=O)c4ccc(C)c(Cl)c4)CC3)c(C#N)cc2c1	9	0	-1	1.2	-1	-4	11	-12	-16
COc1ccc(CN(C)CCc2ccccn2)cc1OC	.	.	-2	.	12	.	-11	10	.
Cc1noc(C)c1C(=O)Nc1sc2c(c1C(N)=O)CCCCC2	0	10	1	1	-20	-5	6	-2	-19
NC(=O)CSc1nnc(COc2ccccc2)n1CCc1ccccc1	1	2	2	1.2	3	-1	-1	0	-3
CCn1nc(C)c(NC(=O)CCSc2nc(-c3ccco3)cc(C(F)(F)F)n2)c1C	7	7	-7	1.4	6	-3	8	-4	-10
Cc1cc(=O)oc(C)c1C(=O)NCc1ccco1	1	.	2	1.3	6	-5	.	.	1
CC(=O)c1cccc(N(CC(=O)O)S(C)(=O)=O)c1	14	-29	-11	1.1	-4	-2	1	0	1
CCOC(=O)c1cc2c3ccccc3n(CC)c2nc1N	11	16	-6	1.1	6	-1	.	.	-15
CCn1c(C(=O)N2CCCC(C(=O)O)C2)cc2sccc21 (stereo not drawn)	.	.	-3	.	-8	.	2	-2	.
COCC(=O)Nc1cccc(Br)c1	-4	-58	-2	0.9	-6	0	-3	1	7
CC(=O)OC1C(OC(C)=O)N(C(C)=O)C(=O)N1C(C)=O (stereo not drawn)	-2	-4	-3	1	31	5	.	.	-1
Cc1ccc(CC2CC(=O)N(Cc3ccco3)C2=O)cc1 (stereo not drawn)	-6	-6	-8	1.6	20	-1	4	-4	-2
COc1cc(C2C(C#N)=C(C)NC3=C2C(=O)CC(C)(C)C3)ccc1OCCO (stereo not drawn)	8	4	-3	1.3	-4	0	-12	13	0
O=C(CN1C(=O)C2CC=CCC2C1=O)Nc1ccc(S(=O)(=O)NC2=NCCCCC2)cc1 (stereo not drawn)	23	-1	-5	1.1	8	-1	8	-8	-4
COc1ccc(Nc2nc(CC(C)=O)ns2)cc1OC	0	2	-4	1	-9	5	-12	12	1
COCCCn1c(SCc2nnc(-c3ccccc3)o2)nc2sc3c(c2c1=O)CCC3	100*	.	-4	1.1	15	63*	-3	6	-4
